Compound activity: PubChem BioAssay, several laboratories
IDE inh: cellular human IDE inhibition; HEK cells, FAbetaB cleavage, fluorescence polarization; inhibition, % at 5.59 µM; 320,000 compounds, 0.41% hits; AID 434962;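 active = percent inhibition above the average of all tested compounds plus 3 SD, set per screening campaign, cut at about 16% in these data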;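 note: IDE supplied by intact live HEK cells; FP after avidin binding of uncleaved biotin substrate so inhibition keeps polarization high; 0% = DMSO wells and 100% = 60 µM reference IDE inhibitor Ii1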
VIM-2 inh: blocks Pseudomonas aeruginosa VIM-2 metallo-beta-lactamase. purified VIM-2, nitrocefin hydrolysis, epi-absorbance fluorescence. inhibition, % at 5.6 µM. 290,000 compounds, 0.89% hits. AID 1527;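 active = inhibition above the mean of all tested compounds plus 3 SD, cutoff set per screening run, cut at about 7.5% in these data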;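 note: red hydrolysis product quenches plate fluorescence so inhibitors raise well fluorescence; 0% = enzyme with DMSO and 100% = DMSO without enzyme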
IDE act: activators of human insulin-degrading enzyme in cells; HEK cells, FAbeta-B cleavage, fluorescence polarization; 0% vehicle, 100% cell-free pure enzyme wells; activation, % at 5.96 µM; 340,000 compounds, 0.073% hits; AID 493087;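 active = activation above the mean of all tested compounds plus 3 SD, set per screening campaign, cut at about 17% in these data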
PHOSPHO1 inh: inhibitors of human PHOSPHO1 phosphatase; 290,000 compounds, 1.1% hits; inhibition, % at 13.3 µM; recombinant PHOSPHO1, absorbance phosphatase assay; in the data active = inhibition above about 60%
Target sequence (Q8TCT1 whole entry, looked up): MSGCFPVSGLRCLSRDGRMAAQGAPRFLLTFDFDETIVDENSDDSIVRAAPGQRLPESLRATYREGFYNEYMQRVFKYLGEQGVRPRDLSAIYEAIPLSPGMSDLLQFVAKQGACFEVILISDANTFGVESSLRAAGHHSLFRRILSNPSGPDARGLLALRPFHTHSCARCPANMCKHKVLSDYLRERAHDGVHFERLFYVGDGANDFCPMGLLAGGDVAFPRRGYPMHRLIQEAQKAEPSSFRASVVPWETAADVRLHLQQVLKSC
p-CIP stab down: p/CIP protein destabilization | Q05BA5 | F442A p/CIP-EGFP cells, EGFP fluorescence, 16 h | decrease of EGFP signal, % at 10 µM | 290,000 compounds, 0.01% hits | AID 1984;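 active = EGFP signal decrease of at least 30% at 10 µM or well 3 SD below plate mean, unless failing retest; inactive = the rest, including hits failing retest or dose response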; note: some compounds called inactive have numbers as strong as hits; many of its hits are not listed in these tables
NALP1 yeast inh: blocks the NALP1 inflammasome reconstituted in yeast; S. cerevisiae NALP1/ASC/caspase-1 growth, X-gal OD620, 72 h; inhibition, % at 10 µM; 280,000 compounds, 0.61% hits; AID 2071; in the data active = inhibition mostly above about 24%, no sharp cut-off; inactive = mostly below about 32%; note: some compounds called inactive have numbers as strong as hits
IMP-1 inh: blocks Pseudomonas aeruginosa IMP-1 metallo-beta-lactamase. purified IMP-1, nitrocefin hydrolysis, epi-absorbance fluorescence. inhibition, % at 5.6 µM. 290,000 compounds, 0.45% hits. AID 1556;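 active = inhibition above the mean plus 3 SD of all compounds in the same screening run, cut at about 4.5% in these data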;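 note: 0% = IMP-1 with DMSO and 100% = DMSO wells lacking enzyme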
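System: purified recombinant IMP-1 beta-lactamase. Medium: Zinc- and detergent-supplemented HEPES buffer, pH 7.1. Compound: one 5.6 µM dose […]. Schedule: 15 min preincubation plus 25 min reaction at 25 °C. Technique: Epi-absorbance fluorescence, 480 nm excitation, 530 nm emission.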
PfM18AAP inh: PfM18AAP enzyme inhibition; recombinant PfM18AAP, H-Glu-NHMec fluorogenic cleavage; inhibition, % at 7.35 µM; 290,000 compounds, 1.2% hits;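 active = inhibition above the campaign mean inhibition over all tested compounds plus 3 SD, cut at about 28% in these data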;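 note: 0% = plate median of test compound wells and 100% = 2 mM ZnCl2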
GPR7 antag: antagonists of human GPR7 (neuropeptides B/W receptor 1); 290,000 compounds, 1.1% hits; GPR7-expressing cells, fluorescence antagonist assay; inhibition, % at 4.4 µM; AID 1861; P48145; in the data active = inhibition above about 16%, passing the limit was not always enough;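 note: cells stimulated with the agonist NPW; 0% = agonist with vehicle and 100% = vehicle without agonist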
Target sequence (P48145 whole entry, looked up): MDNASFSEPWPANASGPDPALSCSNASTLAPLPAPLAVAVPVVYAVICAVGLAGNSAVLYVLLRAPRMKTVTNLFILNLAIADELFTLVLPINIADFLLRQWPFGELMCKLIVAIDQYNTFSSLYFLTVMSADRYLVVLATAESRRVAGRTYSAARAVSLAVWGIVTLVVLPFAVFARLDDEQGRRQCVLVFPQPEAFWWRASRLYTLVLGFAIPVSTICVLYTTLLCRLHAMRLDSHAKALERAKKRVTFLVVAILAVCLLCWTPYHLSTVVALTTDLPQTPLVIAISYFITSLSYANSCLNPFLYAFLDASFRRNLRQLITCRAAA
An asterisk follows results filed as active; x = not tested or not shown.

IDE inh,VIM-2 inh,IDE act,PHOSPHO1 inh,p-CIP stab down,NALP1 yeast inh,IMP-1 inh,PfM18AAP inh,GPR7 antag,SMILES
-4,0.6,2,9,9,5,0.0,3,5,O=C(NCCCN1CCOCC1)c1cn(-c2ccccc2)nc1-c1cccs1
4,-0.3,4,29,-6,11,1.0,-1,-16,c1ccc(N2CC3CCc4ccccc4C3=N2)cc1 (centres undefined)
1,-2.1,0,0,-3,x,-3.2,-1,-6,Cc1occc1C(=O)N1CCN(C(c2ccccc2)c2ccccc2)CC1
6,-3.5,-1,12,10,6,-1.3,1,5,CC(NC(=O)C(=O)N/N=C/c1ccccc1)c1ccccc1 (centres undefined)
2,-2.4,3,-4,26,10,-2.3,7,-11,O=c1cc(-c2ccccc2)c2cc3c(cc2[nH]1)OCCO3
3,-1.0,4,40,-8,2,-2.4,8,-14,CCOC(=O)CN1C(=O)C2(OCCCO2)c2cc(Br)ccc21
5,-0.1,3,0,-5,36,-6.6,8,-8,COc1ccc(OC)c(N2Cc3cc(C)c(C)cc3C2)c1
7,-1.9,-3,-6,-4,9,-2.9,4,-4,Cc1c(C(=O)N2CCN(c3ccc(C(F)(F)F)cn3)CC2)oc2ccccc12
0,-1.4,5,21,-1,15,-1.0,3,-6,O=C(N[C@H]1CCC(=O)N([C@H](CSc2ccccc2)Cc2ccccc2)CC1)OCc1ccccc1
8,-7.0,-1,39,-20,11,-2.6,1,0,CC(=O)Nc1ccccc1NS(=O)(=O)c1cccc([N+](=O)[O-])c1
-3,-0.6,2,20,-5,21,-2.3,-12,-5,Cc1ccc(C(=O)N[C@H](C(=O)OCC(=O)Nc2cccc(S(N)(=O)=O)c2)C(C)C)cc1
-1,-2.5,2,-21,4,3,-3.0,-1,-1,Cc1ccc(SCc2cn3c(C)csc3n2)cc1
-5,0.4,0,17,11,4,-0.2,-4,-3,CCN(CC)C(=O)C(=O)Nc1ccc(F)c(Cl)c1
-1,-3.3,4,-7,8,12,-3.4,3,-17,CC(Oc1ccccc1F)C(=O)NNC(=O)c1cc2ccccc2o1 (centres undefined)
-4,-0.6,2,29,-1,7,2.9,5,22,COc1cc2c(cc1OC)C(c1cc(Br)ccc1F)N(C(=O)CCl)CC2 (centres undefined)
-3,-1.7,-1,36,-9,17,-0.4,-8,-9,Cc1nnc(SCC(=O)NCc2ccc(F)cc2)[nH]c1=O
2,-1.2,1,14,-2,30,-1.0,-9,13,COC(=O)C1=C(CSc2nc3ccccc3s2)NC(=O)NC1c1ccc(F)cc1 (centres undefined)
1,-1.0,1,10,0,-3,-2.5,2,1,CCN/C=C(\C#N)S(=O)(=O)c1ccc(Br)cc1
-1,0.3,x,36,-27,-1,-0.2,-12,-4,CN(CCO)c1nc(N)c2c(N)nc3c(c2c1C#N)CC(=O)N3C1CCCC1
-1,0.3,6,54,3,11,-0.4,-3,6,NC(=O)c1ccc(-c2ncc(-c3ccccc3)o2)cc1
-2,-1.9,-4,23,-10,10,-2.8,5,34*,Cc1ccc(NS(=O)(=O)c2ccc(C(=O)NCC(c3ccco3)N(C)C)cc2)cc1 (centres undefined)
-8,-1.9,7,28,-12,-2,-1.1,-7,-1,O=c1[nH]c(C2CCCN(S(=O)(=O)c3ccccc3)C2)nc2c1nnn2Cc1ccc(OC(F)(F)F)cc1 (centres undefined)
0,-0.1,3,-12,9,8,1.3,-2,-16,O=C(Cc1ccc(Br)cc1)NC1CCSC1=O (centres undefined)
-1,-2.8,9,46,-13,2,-2.8,-15,-5,O=S(=O)(c1ccc(N2CCOCC2)nc1)N(Cc1ccccn1)Cc1ccccn1
0,-0.2,4,19,-15,2,-0.3,-4,-11,Cc1cc(-c2onc(C)c2C(=O)Nc2ccc(C(F)(F)F)cc2)no1
2,-3.5,-1,-5,6,17,-2.9,48*,-8,O=C(CSc1ncn[nH]1)CSc1ncn[nH]1
1,1.0,x,48,-12,13,0.8,-7,1,COc1ccc(-c2cc(-c3nnc(COC(=O)c4ccc(O)cc4)o3)c3ccccc3n2)cc1OC
2,-2.7,0,7,1,8,-1.0,-1,-6,Cc1cnc(C(=O)Nc2ccccc2C(=O)N2CCOCC2)cn1
2,0.8,-1,-7,1,11,-1.4,-14,-1,O=C(NCC1CCCO1)c1ccc(NC(=O)C2CC=CCC2C(=O)O)cc1 (centres undefined)
x,-4.1,-2,34,9,8,-2.5,35*,-8,O=C(O)CCCC(=O)Nc1ccccc1SCCS(=O)(=O)c1ccc(Cl)cc1
-3,-5.2,7,13,-11,19,-3.5,-4,-7,Cc1cc(Cl)ccc1OCC(=O)NCCOc1nc(N2CCCCC2)nc(N2CCOCC2)n1
1,-2.9,3,-8,-2,2,-2.1,24,-5,COc1cc(C(=O)NCc2nnc(SCC(=O)Nc3cc(C)on3)o2)cc(OC)c1OC
3,-2.3,3,15,-5,-7,-1.6,0,2,Cc1nn(-c2ncc(C(F)(F)F)cc2Cl)c(=O)n1-c1cccc(F)c1
1,-6.2,2,20,-21,-7,-0.9,-7,15,S=C(Nc1cccc(Cl)c1)Nc1ccccc1Oc1ccccc1
5,-2.2,-4,-13,-3,13,-3.1,5,-10,CC(=O)Nc1nc(C=C(Cl)Cl)cs1
3,-1.1,x,-11,-15,34,1.0,2,17,COc1ccc(O[C@H]2C=C[C@@H](c3ccccc3)O[C@@H]2COC(=O)CC/C(C)=N/OC[C@@H](O)COCc2ccco2)cc1
-5,-2.2,5,2,10,8,0.8,-2,-9,CCc1ccc(N(C(=O)c2csnn2)C(C(=O)NC(C)(C)CC)c2cccnc2)cc1 (centres undefined)
x,-2.8,3,x,-15,5,-1.1,2,-9,Cc1cc2nc(-c3ccc(=O)[nH]c3)n(C)c2cc1C
2,1.4,2,-18,10,-24,-1.7,-2,-2,O=S(=O)(c1ccc(N2CCN(S(=O)(=O)c3ccccc3)CC2)nc1)N1CCCC1
13,-3.0,x,-6,7,2,3.3,-3,0,O=C(CN1CCN(C(=O)C2COc3ccccc3O2)CC1)Nc1ccc(F)cc1 (centres undefined)
-3,-0.7,-4,x,11,-8,-0.9,-1,23,COc1ccc(C(=O)NCCSc2ccccc2C)cc1
0,-3.3,6,-31,2,-3,-2.5,24,-10,O=CN1CCN(C(C(=O)NC2CCCC2)c2cc3c(cc2[N+](=O)[O-])OCO3)CC1 (centres undefined)
2,-3.7,3,22,1,3,-0.8,1,-22,CCCOC1CCCN(C(=O)c2ccc(OC3CCN(C(=O)CCOC)CC3)cc2)C1 (centres undefined)
-2,-4.3,1,11,-11,17,-3.6,1,-14,COc1ccc(-c2csc(N(CC3CCCO3)C(=O)c3ccco3)n2)cc1 (centres undefined)
0,-2.0,-2,20,-11,0,-4.8,-1,3,CN(CC(=O)NCCc1ccc(Cl)cc1)S(=O)(=O)c1cccs1
7,-5.8,2,20,14,9,-4.6,8,-19,COc1cc(OC)c(OC)cc1/C=N/N(C)c1ccccc1
4,-0.7,0,20,3,21,-2.9,-4,21,COC(=O)N1C(=O)[C@](c2ccccc2)(C2CCCCC2)N1C(=O)OC
2,-1.2,4,11,4,5,-0.6,1,-12,Cc1cc(C)n(-c2nnc(N3CCN(c4ccccc4)CC3)nn2)n1

10 of the compounds above, in markdown:
| SMILES | IDE inh | VIM-2 inh | IDE act | PHOSPHO1 inh | p-CIP stab down | NALP1 yeast inh | IMP-1 inh | PfM18AAP inh | GPR7 antag |
| --- | --- | --- | --- | --- | --- | --- | --- | --- | --- |
| O=C(NCCCN1CCOCC1)c1cn(-c2ccccc2)nc1-c1cccs1 | -4 | 0.6 | 2 | 9 | 9 | 5 | 0.0 | 3 | 5 |
| c1ccc(N2CC3CCc4ccccc4C3=N2)cc1 (centres undefined) | 4 | -0.3 | 4 | 29 | -6 | 11 | 1.0 | -1 | -16 |
| Cc1occc1C(=O)N1CCN(C(c2ccccc2)c2ccccc2)CC1 | 1 | -2.1 | 0 | 0 | -3 | x | -3.2 | -1 | -6 |
| CC(NC(=O)C(=O)N/N=C/c1ccccc1)c1ccccc1 (centres undefined) | 6 | -3.5 | -1 | 12 | 10 | 6 | -1.3 | 1 | 5 |
| O=c1cc(-c2ccccc2)c2cc3c(cc2[nH]1)OCCO3 | 2 | -2.4 | 3 | -4 | 26 | 10 | -2.3 | 7 | -11 |
| CCOC(=O)CN1C(=O)C2(OCCCO2)c2cc(Br)ccc21 | 3 | -1.0 | 4 | 40 | -8 | 2 | -2.4 | 8 | -14 |
| COc1ccc(OC)c(N2Cc3cc(C)c(C)cc3C2)c1 | 5 | -0.1 | 3 | 0 | -5 | 36 | -6.6 | 8 | -8 |
| Cc1c(C(=O)N2CCN(c3ccc(C(F)(F)F)cn3)CC2)oc2ccccc12 | 7 | -1.9 | -3 | -6 | -4 | 9 | -2.9 | 4 | -4 |
| O=C(N[C@H]1CCC(=O)N([C@H](CSc2ccccc2)Cc2ccccc2)CC1)OCc1ccccc1 | 0 | -1.4 | 5 | 21 | -1 | 15 | -1.0 | 3 | -6 |
| CC(=O)Nc1ccccc1NS(=O)(=O)c1cccc([N+](=O)[O-])c1 | 8 | -7.0 | -1 | 39 | -20 | 11 | -2.6 | 1 | 0 |

Remaining list, next part
IDE inh,VIM-2 inh,IDE act,PHOSPHO1 inh,p-CIP stab down,NALP1 yeast inh,IMP-1 inh,PfM18AAP inh,GPR7 antag,SMILES
-2,-1.1,x,32,0,x,-4.4,3,-12,S=C1N[C@H]2CCCC[C@@H]2N1
6,-4.0,2,2,-11,5,-1.9,2,-3,O=C(NCCCc1ccccc1)c1ccccc1
0,-2.1,-5,26,2,5,-2.6,5,7,O=C(CN1CCCCC1)N1N=C(c2cccs2)CC1c1cccs1 (centres undefined)
2,-2.3,10,34,-15,15,-2.6,6,1,CC1=C(/C=C/C(C)=N\NC(=O)c2ccncc2)C(C)(C)CCC1
2,-2.0,-5,1,4,0,-1.8,-6,-4,CCOC(=O)C1=C(C)NC(C)=C(C(=O)OCC)C1c1sccc1C
4,0.4,0,-5,7,-65,-2.2,-9,-3,COc1ccc(NC(=O)C2CCN(S(=O)(=O)c3cccc4cccnc34)CC2)cc1OC
